FUS suppressor: suppressors of FUS proteinopathy in yeast; S. cerevisiae FUS-expressing, growth rescue, OD600, 24 h; Potency, µM (series often up to 76.6 µM), for the others: at the top dose growth rescue (activation), hits mostly activators; 390,000 compounds, 0.24% hits; AID 1347120;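 note: potency is the fitted concentration of half-maximal effect; plate controls were DMSO vehicle for no effect and reference control for full effect; nearly all actives have a fitted effect of over 55% in size; some results filed as inactive show a strong effect at the top dose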
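Yeast expressing FUS under galactose induction, OD 0.005 in 2% galactose medium; compounds in a dilution series, 24 h at 30C. Growth rescue by absorbance at 600 nm; CP55940 positive control, DMSO negative.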
GLP-1R inv ag: acts as inverse agonist at human GLP-1 receptor; P43220; HEK293 GLP-1R CRE-luciferase, luminescence, 24 h; GLP-1R form is constitutively active; Potency, µM (series often up to 38.3 µM), for inactives: top-dose activity change, negative = inhibition, hits mostly inhibitors; 410,000 compounds, 1.6% hits; AID 624417; note: potency is the fitted concentration of half-maximal effect; % is set by controls: 0 for no effect and ±100 for the full control effect; nearly all actives have a fitted effect of over 55% in size
Target sequence (P43220 whole entry, looked up): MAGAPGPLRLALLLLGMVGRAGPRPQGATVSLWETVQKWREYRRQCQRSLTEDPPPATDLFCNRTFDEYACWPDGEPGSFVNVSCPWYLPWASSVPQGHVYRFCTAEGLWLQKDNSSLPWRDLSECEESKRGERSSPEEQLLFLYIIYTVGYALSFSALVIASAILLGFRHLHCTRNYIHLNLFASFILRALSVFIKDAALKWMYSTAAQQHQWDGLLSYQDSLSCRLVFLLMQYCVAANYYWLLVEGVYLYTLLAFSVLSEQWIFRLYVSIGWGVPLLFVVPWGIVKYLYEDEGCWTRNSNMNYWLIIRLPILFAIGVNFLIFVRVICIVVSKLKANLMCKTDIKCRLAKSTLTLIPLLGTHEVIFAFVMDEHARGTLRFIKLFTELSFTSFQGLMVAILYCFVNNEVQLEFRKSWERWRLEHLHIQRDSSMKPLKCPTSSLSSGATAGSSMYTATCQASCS
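HEK293 cells stably co-expressing constitutively active GLP-1R and a cAMP-responsive luciferase reporter were seeded in DMEM with 10% Nu serum, given compounds after 12 h, and incubated 24 h at 37 deg C. Luminescence was then read.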
Abeta yeast res: restores growth of yeast expressing A-beta42 peptide. yeast expressing A-beta42, growth rescue, OD600, 48 h; response scale: 0% DMSO, 100% iron-clioquinol control. Potency, µM (top dose mostly 46.1 µM), for the others: at the highest dose growth rescue, hits mostly activators. 410,000 compounds, 0.063% hits; note: potency is the fitted concentration of half-maximal effect; nearly all actives have a fitted effect of over 55% in size
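Yeast growth medium received pinned compounds, then yeast cells expressing toxic A-beta were added; plates incubated at 30 C for 48 hr. Growth read as absorbance at 600 nm, normalized to DMSO and equimolar FeCl3 plus clioquinol controls.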
PTHR1 agonist: activates the human parathyroid hormone receptor PTHR1; AID 743266; Q03431; Potency, µM (doses to about 115 µM), for inactives: top-dose activation, most hits filed as activators; 410,000 compounds, 0.075% hits; HEK293 GP2 PTHR1 cells, GloSensor cAMP luminescence, 1 h; note: potency is the fitted concentration of half-maximal effect; nearly all actives have a fitted effect of over 55% in size; some results filed as inactive show a strong effect at the top dose; inactives centre near -15; many of its hits are not listed in these tables
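HEK-293-derived GP2 cells expressing PTHR1 and a GloSensor cAMP reporter, 3,000/well, plated overnight, given luciferin plus IBMX (each 0.5 mM as added) for 1 h at 37 °C, then compound for 1 h at 37 °C. Luminescence was read after 15 min at room temperature.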
D3 antag: blocks the human D3 dopamine receptor | P35462 | D3R cells, DiscoveRx beta-arrestin luminescence, antagonist mode; active compounds read low | max response, negative = inhibition, % | 360,000 compounds, 2.5% hits | AID 652054; in the data active = max response below about -50%; inconclusive = no clear call, values can overlap the other calls; note: % is set by controls: 0 for no effect and ±100 for the full control effect; mostly tested at two doses, the higher about 12 µM
Target sequence (P35462 whole entry, looked up): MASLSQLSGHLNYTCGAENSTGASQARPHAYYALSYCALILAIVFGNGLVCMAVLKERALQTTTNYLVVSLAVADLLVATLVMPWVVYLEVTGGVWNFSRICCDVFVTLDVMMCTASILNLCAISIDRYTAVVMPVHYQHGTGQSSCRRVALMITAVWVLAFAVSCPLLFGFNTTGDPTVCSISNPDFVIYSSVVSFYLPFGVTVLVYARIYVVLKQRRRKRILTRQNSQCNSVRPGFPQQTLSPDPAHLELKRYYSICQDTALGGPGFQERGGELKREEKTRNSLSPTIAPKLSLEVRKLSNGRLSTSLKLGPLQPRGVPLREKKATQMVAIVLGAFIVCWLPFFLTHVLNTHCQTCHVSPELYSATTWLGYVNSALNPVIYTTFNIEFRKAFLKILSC
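Cells expressing the human receptor were seeded at 1500 cells/well, incubated overnight at 37 degrees C in 5% CO2, then exposed to library compounds with dopamine controls for 90 minutes at 37 degrees C before luminescent detection.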
aSyn rescue: inhibitors of alpha-synuclein toxicity in yeast. Yeast expressing alpha-synuclein, growth rescue, BacTiter-Glo, 24 h. Potency, µM (titrated, usually from 46.1 µM), inactives show at the top dose growth rescue (activation), actives largely listed as activators. 370,000 compounds, 0.14% hits. AID 652106; note: potency is the fitted concentration of half-maximal effect; % of control where 0% means no effect; nearly all actives have a fitted effect of over 65% in size
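Galactose-induced alpha-syn yeast (OD600=0.02, raffinose-pregrown) + pinned cpd, 24 hr, 30 deg C; growth by BacTiter-Glo luminescence. Growth restoration scores as activation.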
GLP1R ag: agonists of human GLP-1 receptor. HEK293 GLP-1R CRE-luciferase, luminescence, 4-6 h; cells express a hypersensitive GLP-1R form. Potency, µM (series often up to 45.6 µM), for inactives: top-dose activation, most hits filed as activators. 380,000 compounds, 0.007% hits. AID 624172; note: potency is the fitted concentration of half-maximal effect; % of control where 0% means no effect
pAkt inh: inhibitors of Akt phosphorylation. activity change, % for hits at 50 µM. AID 651550. Neuro2A IGF-stimulated pAkt S473 HTRF, 20 min; active compounds read low. 360,000 compounds, 0.32% hits; in the data active = activity change below about -80%; inconclusive = mostly about -51% to -80%; note: % is set by controls: 0 for no effect and ±100 for the full control effect
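Neuro2A cells in DMEM with 0.5% FBS, overnight at 37 deg C, given compound at single 50 µM final, then IGF (6 nM final) for 20 min at 37 deg C. Lysed; phospho-Akt Ser473 by HTRF after 24 h, 665/615 ratio.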
TDP43 rescue: TDP-43 toxicity inhibition in yeast; TDP-43 expressing yeast growth rescue, BacTiter-Glo, 24 h; Potency, µM (doses to about 46.1 µM), for the others: top-dose growth rescue (activation), usual class: activators; 410,000 compounds, 1.8% hits; note: potency is the fitted concentration of half-maximal effect; % of control where 0% means no effect; nearly all actives have a fitted effect of over 50% in size
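Yeast cells expressing TDP-43 under galactose induction are exposed to compounds for 24 hr at 30 deg C. BacTiter-Glo luminescence measures growth, so protective compounds score as activators.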
Numbers without * were called inactive; i = inactive; u = inconclusive; x = not tested or not shown; [ ] = dose if it differs, or a comment. Unless noted, calls come from the whole dose curve; as a rule, active = well fitted curve in the direction sought with a large enough effect; inconclusive = small, poorly fitted or top-dose-only effect, or another doubt; inactive = no such curve, though single readings can be large; an effect the other way counts as inactive or inconclusive. This is a subset (hit frequency here may not be typical).

No. | canonical_smiles | FUS suppressor | GLP-1R inv ag | Abeta yeast res | PTHR1 agonist | D3 antag | aSyn rescue | GLP1R ag | pAkt inh | TDP43 rescue
1 | CCN(CC(=O)Nc1c(F)cccc1F)C(=O)c1cccc(S(=O)(=O)N2CCc3ccccc3C2)c1 | -4% | -21% | -3% | -32%[inhibitor] | 15 | 3% | -3% | i | 18%
2 | COc1ccc(NC(=O)N(Cc2cc3ccc(OC)cc3[nH]c2=O)CC2CCCO2)cc1 (stereo not given) | 27% | u | -7% | i | -2 | 2% | 19% | i | -14%[9.22 µM]
3 | COc1ccc(OC)c(CNC(=O)Cn2ncc3c([nH]c4ccc(C)cc43)c2=O)c1 | -9% | 11% | -8% | -1% | x | x | x | x | 9%
4 | COc1ccc(CN(C)CC(=O)NC(=O)NCc2ccccc2)c(OC)c1 | 4% | u | 2% | -4% | -20 | -3% | 1% | i | 1%
5 | Cc1cccc(OCCC(=O)Nc2ccc(F)c(F)c2)c1 | 2% | u | 1% | -28% | -8 | -8% | 17% | i | -1%[9.22 µM]
6 | CCCCc1ccc(NC(=O)C(=O)NCCN2CCN(Cc3ccc([N+](=O)[O-])cc3)CC2)cc1 | 2% | -4% | 0% | -77%[inhibitor] | -2 | -1% | 0% | i | -18%
7 | COc1ncnc2c1ncn2CCCNCc1ccccc1 | 5% | 25% | 10% | -14% | -12 | -4% | 15% | i | 0%
8 | CCN(c1ccc(OC)cc1)S(=O)(=O)N1CCCC(C(=O)NCc2cccc(C)c2)C1 (stereo not given) | 25% | u | 15% | -14% | 10 | 6% | 4% | i | 6%
9 | Cc1cccc(NC(=O)CCCn2c(=S)[nH]c3ccccc3c2=O)c1 | u | -27% | 8% | 2% | -17 | -1% | 4% | i | -9%
10 | N=C1C(c2nc3ccccc3[nH]2)=C(O)CN1c1ccc(CC(=O)O)cc1 | 29% | 8% | 16% | i | 25 | 0% | -2% | x | -3%
11 | Cn1c(N)c(C(=O)CSc2ccc3c(c2)OCCO3)c(=O)n(C)c1=O | -8% | 7% | 5% | -53%[inhibitor][57.5 µM] | 5 | -11% | 6% | i | -2%
12 | CC(=O)Nc1ccc(S(=O)(=O)NC2=NCN(C(C)C)CN2)cc1 | 0% | 5% | -29% | 10% | x | x | 0% | x | -12%
13 | CN1C(=O)/C(=N/OC(=O)c2ccccc2Br)c2ccccc21 | -12% | 23% | -21% | i | 0 | u | 6% | i | u
14 | Cc1oc2cc3oc(=O)c(CCC(=O)N[C@H](C(=O)O)C(C)C)c(C)c3cc2c1C | 20% | 3% | -8% | i | -16 | 5% | 4% | i | -6%
15 | Cc1cccc(NC(=O)c2nnn(-c3cccc(C(F)(F)F)c3)c2N)c1 | 3% | 3% | 1% | i | -3 | -1% | 10% | i | 17%[9.22 µM]
16 | COc1cccc(NC(=O)N2CCCC(C(=O)NCc3ccc(F)cc3)C2)c1 (stereo not given) | -5% | u | 11% | i | 7 | -2% | -11% | i | 28%
17 | Cc1ccc(-n2ncc(C#N)c2/N=C/N(C)C)cc1 | -10% | 26% | -32% | i | 8 | 0% | 1% | i | -3%
18 | Cc1sc(NC(=O)CN(C(=O)c2ccccc2F)C2CCCC2)c(C(N)=O)c1C | 27% | u | 5% | i | 7 | 5% | 7% | i | 2%
19 | CCOC(=O)C1=C(O)C(=O)N(Cc2ccc(C(C)(C)C)cc2)CC1 | u | u | 4% | -18% | 15 | -1% | 12% | i | 0%
20 | COc1cccc(-c2cc(C(F)(F)F)nc(-n3cc(C)cn3)n2)c1 | 29% | u | 0% | -2% | 31 | 14% | 14% | i | 20%
21 | COc1ccccc1N1CCN(CC(=O)c2c(N)n(C)c(=O)n(C)c2=O)CC1 | 11% | -15% | -8% | -3% | -7 | 4% | 3% | i | -12%
22 | O=C(COc1ccc(F)cc1)Nc1ccc2nc(SCC(=O)N3CCCC3)sc2c1 | 1% | -15% | -13% | -7% | x | x | x | x | -7%
23 | CCCSC1=C(C#N)C(c2cccs2)CC(=O)N1 (stereo not given) | 6% | -6% | -2% | -17% | 2 | -11% | 6% | i | 10%
24 | Cc1ccccc1OC1=NS(=O)(=O)c2ccccc21 | -1% | -15% | -10% | i | 1 | 1% | -2% | i | u
25 | COc1ccc(CC(=O)NNC(=O)c2cnccn2)cc1 | -28% | -15% | -10% | i | 3 | -6% | 2% | i | 7%

A few values from the list:
Cc1cccc(NC(=O)CCCn2c(=S)[nH]c3ccccc3c2=O)c1 | PTHR1 agonist = 2%
COc1ccccc1N1CCN(CC(=O)c2c(N)n(C)c(=O)n(C)c2=O)CC1 | GLP1R ag = 3%

Back to the main list, starting 2 compounds before the break.
entry | structure | FUS suppressor | GLP-1R inv ag | Abeta yeast res | PTHR1 agonist | D3 antag | aSyn rescue | GLP1R ag | pAkt inh | TDP43 rescue
24 | Cc1ccccc1OC1=NS(=O)(=O)c2ccccc21 | -1% | -15% | -10% | i | 1 | 1% | -2% | i | u
25 | COc1ccc(CC(=O)NNC(=O)c2cnccn2)cc1 | -28% | -15% | -10% | i | 3 | -6% | 2% | i | 7%
26 | CCc1ccc(OCC(O)CN2CCN(CCO)CC2)cc1 (stereo not given) | -3% | -25% | 25% | -2% | 19 | 2% | -6% | i | 11%
27 | O=C(Cn1cccc1)N1CCN(c2ccc(F)cc2)CC1 | -12% | -8% | 8% | -20% | 13 | 4% | 9% | i | 17%
28 | Cc1cc(N2CCN(C)CC2)ccc1NC(=O)c1ccc(-c2ccc(Cl)cc2)o1 | 15% | 11µM* | -19% | 3% | -20 | 2% | 12% | i | -4%
29 | O=C(NCc1nnnn1-c1ccc(F)cc1)c1ccc([N+](=O)[O-])o1 | -2% | 69%[activator] | 4% | i | 5 | -1% | 9% | i | 9%
30 | COC(=O)/C=C/c1oc2ccccc2c1C | -24% | 3% | -12% | i | -9 | -9% | -4% | i | 12%
31 | N#Cc1ccc(COC(=O)c2cnc3ccccc3n2)cc1 | 17% | 1% | -2% | i | -5 | 0% | 5% | i | -13%
32 | CCCCc1nc2cc(C(=O)N3CCNC(=O)C3)ccc2o1 | 8% | 1% | 2% | -1% | 2 | -1% | 7% | i | 7%
33 | O=C(NCCCN1CCCCC1)c1ccc2c(=O)n(CCc3ccccc3)c(=O)[nH]c2c1 | 15% | -21% | 13% | i | 2 | -5% | -10% | i | 6%
34 | CCOc1c(C#N)c(C#N)c2nc(C)cc(C)n12 | -15% | 17% | 9% | i | -28 | -7% | -9% | i | 0%
35 | Cc1cc(C)c(NC(=O)CSc2nc(=O)n3cc(C)ccc3n2)c(C)c1 | -8% | 12% | 13% | -24% | -7 | -3% | -6% | i | 24%
36 | COc1ccc(-c2cc(C)no2)cc1S(=O)(=O)Nc1cccc(C(F)(F)F)c1 | 21% | u | -22% | -32%[inhibitor] | x | x | x | x | -5%
37 | O=S(=O)(c1ccc(F)cc1)N1CCN(c2ccc(-c3ccccc3)nn2)CC1 | -21% | 37% | -9% | -13% | -1 | -4% | 0% | i | 12%
38 | CCc1nc2ccc(C(=O)NCc3ccc4c(c3)OCO4)cn2c1N(C)CCC(C)C | 23% | u | 18% | -37%[inhibitor] | 1 | -1% | -3% | i | 2%
39 | Clc1cnc(Nc2cccnc2)c(Cl)c1 | 6% | 9% | -13% | -7% | 11 | -3% | 16% | i | 13%
40 | COc1ccc(NC(=O)COC(=O)c2n[nH]c3ccccc23)c(OC)c1 | 12% | 9% | 14% | -43%[inhibitor] | 13 | 11% | -3% | i | 21%
41 | CS(=O)(=O)N(CC(=O)N1CCN(Cc2ccccc2)CC1)c1ccc(F)cc1 | -5% | -2% | 6% | -14% | 9 | -2% | 1% | i | 19%
42 | CCc1nnc(NC(=O)C2CCCN(S(=O)(=O)c3ccc(OC)cc3)C2)s1 (stereo not given) | 12% | 2% | -13% | -28% | -10 | -3% | 8% | i | -2%
43 | COc1cccc(S(=O)(=O)Nc2ccc3c(c2)[C@H]2C[C@H](CC(=O)N[C@@H](C)c4ccccc4)O[C@H](CO)[C@H]2O3)c1 | 26% | -31% | 0% | -46%[inhibitor] | -1 | 1% | 10% | i | u
44 | O=C(CCc1ccccc1)NNC(=O)c1cc(Cl)ccc1O | 13% | -29% | -5% | -6% | 6 | 4% | 0% | i | -11%[1.82 µM]
45 | COc1ccccc1C(=O)NC(=S)Nc1ccc(NC(=O)c2ccco2)cc1 | 10% | 38%[activator] | -16% | -12% | 89 | -1% | 15% | i | -6%[0.397 µM]
46 | CCOC(=O)c1c(NC(=O)c2ccoc2C)sc(C)c1C | -2% | 28% | -1% | -13% | 13 | 2% | -5% | i | 20%
47 | O=c1[nH]c2ccc(NC(=S)Nc3ccccc3)cc2[nH]1 | 1% | 0%[7.66 µM] | 5% | i | 9 | 2% | 3% | i | 9%[9.22 µM]
48 | COCCn1c(-c2ccc(OC)cc2)nc2oc3cc(OC)ccc3c(=O)c2c1=O | 22% | -2% | 0% | 22%[57.5 µM] | u | 1% | 1% | i | -60%[inhibitor]

High-throughput results: PubChem BioAssay, National Center for Advancing Translational Sciences (NCATS)
